Assay outcomes from PubChem BioAssay.
NRP1-CendR mod – alters CendR peptide binding to human NRP-1; O14786; FAM-RPARPAR peptide binding to NRP-1, fluorescence polarization; inhibition, % at 25 µM; actives 0.85% (n = 360,000); AID 602438;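 active = inhibition or corrected inhibition above about 18%, plus a signal ratio from 0.5 to 1.5, limit read from the data, passing the limit was not always enough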; also: strong numbers were not always called active
MsrA inh – inhibits bovine methionine sulfoxide reductase A; actives 0.75% (n = 360,000); purified bovine MsrA, absorbance read-out; inhibition, % at 15.5 µM; in the data active = inhibition above about 4.5%;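 also: 0% = vehicle wells with enzyme and 100% = reference inhibitor wells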
FAS-TE inh – FAS thioesterase (human) inhibition; P49327; recombinant FAS-TE, OMFH fluorogenic substrate, fluorescence endpoint; inhibition, % at 15 µM; actives 0.67% (n = 360,000);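 active = compounds whose normalised, plate-corrected inhibition of enzyme fluorescence in the single-dose primary screen is 50% or more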;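 also: 0% = DMSO with enzyme and 100% = substrate without enzyme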
E coli Lon inh – E. coli protease La inhibition; P0A9M0; purified E. coli Lon protease, fluorescence polarization; inhibition, % at 7.94 µM; actives 0.42% (n = 360,000); AID 602123; in the data active = inhibition above about 13%, passing the limit was not always enough;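 also: 0% = enzyme with probe and DMSO and 100% = no enzyme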
Target sequence (P0A9M0 whole entry, looked up): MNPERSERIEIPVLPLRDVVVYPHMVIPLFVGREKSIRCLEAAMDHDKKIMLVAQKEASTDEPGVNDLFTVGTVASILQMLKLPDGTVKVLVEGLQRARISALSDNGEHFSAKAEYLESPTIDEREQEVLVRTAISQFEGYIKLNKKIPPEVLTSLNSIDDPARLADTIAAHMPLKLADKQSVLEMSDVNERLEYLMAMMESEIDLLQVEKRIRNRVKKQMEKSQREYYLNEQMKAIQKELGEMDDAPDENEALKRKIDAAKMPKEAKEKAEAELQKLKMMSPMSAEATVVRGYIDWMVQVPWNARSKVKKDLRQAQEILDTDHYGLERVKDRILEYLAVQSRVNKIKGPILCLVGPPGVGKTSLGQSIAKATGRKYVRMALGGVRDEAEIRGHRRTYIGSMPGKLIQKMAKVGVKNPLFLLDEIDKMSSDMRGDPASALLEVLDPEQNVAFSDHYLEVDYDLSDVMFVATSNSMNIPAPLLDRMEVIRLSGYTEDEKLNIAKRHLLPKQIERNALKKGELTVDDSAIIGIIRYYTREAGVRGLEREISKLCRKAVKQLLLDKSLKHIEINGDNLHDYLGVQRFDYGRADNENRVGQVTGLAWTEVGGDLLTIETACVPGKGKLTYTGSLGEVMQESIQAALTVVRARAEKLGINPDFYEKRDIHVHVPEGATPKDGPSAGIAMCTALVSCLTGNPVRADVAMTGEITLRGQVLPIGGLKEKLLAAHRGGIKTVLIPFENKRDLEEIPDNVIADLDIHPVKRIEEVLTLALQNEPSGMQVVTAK
SKN-1 block – C. elegans SKN-1 inhibition; C. elegans VP596 Pgst-4::GFP/RFP ratio, acrylamide-induced, 24 h; inhibition, % at 21.8 µM; actives 0.49% (n = 360,000); AID 624304;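 active = interference check ratio from 0.5 to 1.5 plus GFP to RFP signal ratio inhibition reaching or exceeding a fixed threshold, cut at about 30% in these data, passing the limit was not always enough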; also: some compounds called inactive have numbers as strong as hits
MT1-MMP act inh – MT1-MMP (human) activation inhibition | GFP/RFP ratio change, % at 20 µM | HT1080 RFP-PRO-GFP cells, GFP/RFP ratio fluorescence, overnight; percent of plate control window, DMSO zero | actives 0.061% (n = 360,000) | P50281 | AID 651647;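 active = GFP/RFP ratio change of at least 30% with cell ATP level not reduced by more than half and red fluorescence within 50% of control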; also: strong numbers were not always called active
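Read-out: GFP/RFP fluorescence ratio; Test system: RFP-PRO-GFP reporter HT1080 cells; Compound dosing: single-point 20 µM compound, 1% DMSO; Times: overnight compound exposure at 37 °C.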
PABP1 MLLE inh – blocks PAM2 peptide binding to the PABP1 MLLE domain; P11940; GST-MLLE / FITC-PAM2 fluorescence polarization; inhibition, % at 20 µM; actives 0.36% (n = 360,000); AID 588489; in the data active = inhibition above about 35%, passing the limit was not always enough;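 also: plate controls were DMSO wells with GST-MLLE for no effect and wells lacking GST-MLLE protein for full effect; some results filed as inactive read as strong as hits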
bovine MsrA act – bovine methionine sulfoxide reductase A activation; purified bovine MsrA, absorbance read-out; activation, % at 10.6 µM; actives 0.3% (n = 360,000); in the data active = activation above about 7.5%;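 also: 0% = vehicle and 100% = reference activator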
TbMetRS inhib – blocks T. brucei methionyl-tRNA synthetase activity; inhibition, % at 11.9 µM; actives 0.4% (n = 360,000); AID 624268; purified T. brucei MetRS, ATP depletion, Kinase-Glo luminescence;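 active = inhibition above a per-plate cutoff of the control wells' mean inhibition plus 3 SD, cut at about 5.5% in these data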;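 also: 0% = DMSO wells median and 100% = median of wells with control inhibitor compound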
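System: purified T. brucei MetRS enzyme / Detection: Kinase-Glo luciferase luminescence reporting remaining unconsumed ATP / Medium: HEPES buffer with MgCl2, KCl, DTT, spermine, BSA, pyrophosphatase / Replication: singlicate, one well per compound / Evaluation: percent inhibition relative to median high and low control wells / Schedule: 2 h aminoacylation at 25 °C after 15 min preincubation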
* marks the source's active call; other numbers are inactive results.

For COC(=O)C1=C(N)Oc2cc(C)n(Cc3cccnc3)c(=O)c2C1c1ccc(OC)c(OC)c1OC (stereo not given) the results were NRP1-CendR mod 2, MsrA inh 0.5, FAS-TE inh -5, E coli Lon inh -5, SKN-1 block -9, MT1-MMP act inh 2, PABP1 MLLE inh -3, bovine MsrA act 0 and TbMetRS inhib 4.9.
Cc1cc(=O)c2c(O)c(O)ccc2o1 was read as NRP1-CendR mod -31, MsrA inh 3.1, FAS-TE inh -9, E coli Lon inh 1, SKN-1 block 7, MT1-MMP act inh 5, PABP1 MLLE inh -50, bovine MsrA act -2 and TbMetRS inhib -0.2.
Screening COc1ccc(CN2CCNC(=O)C2CC(=O)NCC(C)(C)N2CCOCC2)cc1C (stereo not given) returned NRP1-CendR mod 7, MsrA inh -0.8, FAS-TE inh -7, E coli Lon inh -3, SKN-1 block 12, MT1-MMP act inh 1, PABP1 MLLE inh 8, bovine MsrA act -2 and TbMetRS inhib 0.9.
Cc1ccc(S(=O)(=O)NCCCNS(=O)(=O)c2ccccc2[N+](=O)[O-])cc1 was read as NRP1-CendR mod 6, MsrA inh -0.1, FAS-TE inh 2, E coli Lon inh -10, SKN-1 block 6, MT1-MMP act inh 2, PABP1 MLLE inh 1, bovine MsrA act -2 and TbMetRS inhib -1.6.
For O=C(NCc1ccc2c(c1)OCO2)c1cc([N+](=O)[O-])ccc1N1CCCCC1 the results were NRP1-CendR mod 11, MsrA inh 0.1, FAS-TE inh 64*, E coli Lon inh -5, SKN-1 block 3, MT1-MMP act inh -1, PABP1 MLLE inh -4, bovine MsrA act -3 and TbMetRS inhib 0.1.
CC1CCN(CCNC(=O)c2ccc3c(=O)n(Cc4ccc(Cl)cc4)c(=S)[nH]c3c2)CC1 was read as NRP1-CendR mod -16, FAS-TE inh 5, E coli Lon inh -5, SKN-1 block 10, MT1-MMP act inh -5, PABP1 MLLE inh -78, bovine MsrA act 0 and TbMetRS inhib 0.0.
CCOC(=O)N1CCN(S(=O)(=O)c2ccc(F)c(C(=O)Nc3cccc(C)c3C)c2)CC1 was read as NRP1-CendR mod 7, MsrA inh 0.5, FAS-TE inh -10, E coli Lon inh 8, SKN-1 block -5, MT1-MMP act inh -3, PABP1 MLLE inh 2, bovine MsrA act -11 and TbMetRS inhib -0.6.
O=C(Nc1cc(N2CCOCC2)ncn1)c1ccc(F)cc1 was read as NRP1-CendR mod 8, MsrA inh 0.0, FAS-TE inh -8, E coli Lon inh -1, SKN-1 block 3, MT1-MMP act inh 2, PABP1 MLLE inh -6, bovine MsrA act -3 and TbMetRS inhib -0.6.
Screening CCCCNC(=O)C1(C)CCCCN1C(=O)c1ccc(OC)c(C(F)(F)F)c1 (stereo not given) returned NRP1-CendR mod 12, MsrA inh 0.9, FAS-TE inh -6, E coli Lon inh -4, SKN-1 block -16, MT1-MMP act inh 1, PABP1 MLLE inh 13, bovine MsrA act -2 and TbMetRS inhib -0.1.
CC1(C)Cc2ccccc2-c2nnc(-c3ccc4ccccc4n3)n21 was read as NRP1-CendR mod 1, MsrA inh 0.3, FAS-TE inh 0, E coli Lon inh -15, SKN-1 block 1, MT1-MMP act inh -7, PABP1 MLLE inh 7, bovine MsrA act -1 and TbMetRS inhib -0.4.
Screening CSc1nc2c(c(=O)[nH]1)C(c1cccs1)C1=C(CCCC1=O)N2 (stereo not given) returned NRP1-CendR mod -1, MsrA inh -0.5, FAS-TE inh 0, E coli Lon inh -5, SKN-1 block -23, MT1-MMP act inh 1, PABP1 MLLE inh 11, bovine MsrA act 3 and TbMetRS inhib 0.0.
COc1ccc(CN2CCCC(C(=O)c3cccc(OC(C)C)c3)C2)cc1Cn1cccn1 (stereo not given) was read as NRP1-CendR mod 6, MsrA inh 1.7, FAS-TE inh 8, E coli Lon inh -3, SKN-1 block -5, MT1-MMP act inh -3, PABP1 MLLE inh -3, bovine MsrA act -4 and TbMetRS inhib -0.4.
`COc1ccccc1NC(=O)c1ccc(C)c(S(=O)(=O)N2CCCCC2)c1` gave NRP1-CendR mod -4, MsrA inh 1.6, FAS-TE inh 19, E coli Lon inh -1, SKN-1 block -3, MT1-MMP act inh 8, PABP1 MLLE inh 3, bovine MsrA act -1 and TbMetRS inhib -0.4.
Cc1ccccc1NC(=O)COc1coc(CN2CCN(Cc3ccccc3)CC2)cc1=O was read as NRP1-CendR mod 2, MsrA inh 0.7, FAS-TE inh -6, E coli Lon inh -1, SKN-1 block -14, MT1-MMP act inh 5, PABP1 MLLE inh 12, bovine MsrA act -5 and TbMetRS inhib -0.7.
`CCNC(=O)COC(=O)c1csc2c1CCCC2` gave NRP1-CendR mod 4, MsrA inh -0.6, FAS-TE inh -7, E coli Lon inh -5, SKN-1 block -2, MT1-MMP act inh -3, PABP1 MLLE inh 13, bovine MsrA act 0 and TbMetRS inhib -0.6.
`Cc1ccc2c(C)c(C(=O)Nc3c(C)n(C)n(-c4ccccc4)c3=O)oc2c1C` gave NRP1-CendR mod 8, MsrA inh 0.3, FAS-TE inh -6, E coli Lon inh 2, SKN-1 block 7, MT1-MMP act inh -1, PABP1 MLLE inh 16, bovine MsrA act 0 and TbMetRS inhib -1.0.
Screening Cc1c(NC(=O)c2cccs2)cccc1C(=O)O returned NRP1-CendR mod 3, MsrA inh -0.5, FAS-TE inh -9, E coli Lon inh -1, SKN-1 block -6, MT1-MMP act inh 9, PABP1 MLLE inh 0, bovine MsrA act -2 and TbMetRS inhib -1.1.
For COc1ccc(C(=O)NC(=O)Nc2ncccc2C)cc1 the results were NRP1-CendR mod 31*, MsrA inh 0.2, FAS-TE inh -9, E coli Lon inh 2, SKN-1 block 10, MT1-MMP act inh -1, PABP1 MLLE inh 6, bovine MsrA act -14 and TbMetRS inhib -0.7.
`COc1ccc(NC(=S)c2ccncc2)cc1` gave NRP1-CendR mod -8, MsrA inh 1.6, FAS-TE inh -12, E coli Lon inh 3, SKN-1 block 0, MT1-MMP act inh 3, PABP1 MLLE inh 22, bovine MsrA act 2 and TbMetRS inhib 0.8.
`CC(=O)c1c(O)c(C)c(-c2ccccc2)n(-c2ccccc2)c1=O` gave NRP1-CendR mod 3, MsrA inh 1.8, FAS-TE inh 2, E coli Lon inh -6, SKN-1 block 15, MT1-MMP act inh -5, PABP1 MLLE inh -3, bovine MsrA act -3 and TbMetRS inhib -0.3.
CC(=O)c1cc(C#N)c(NCc2cc(-c3ccccc3)no2)nc1C was read as NRP1-CendR mod 1, MsrA inh -0.6, FAS-TE inh 18, E coli Lon inh 5, SKN-1 block 5, MT1-MMP act inh 3, PABP1 MLLE inh -6, bovine MsrA act -3 and TbMetRS inhib -0.2.
Screening O=C(COC(=O)c1cc(=O)[nH]c2ccccc12)NCc1cccc(Cl)c1 returned NRP1-CendR mod -3, MsrA inh 0.5, FAS-TE inh 2, E coli Lon inh -6, SKN-1 block 6, MT1-MMP act inh -2, PABP1 MLLE inh 1, bovine MsrA act -3 and TbMetRS inhib 0.7.
Cc1nc(SCc2nc3c(O)cccc3[nH]2)c2oc3ccccc3c2n1 was read as NRP1-CendR mod 8, MsrA inh 0.8, FAS-TE inh -14, E coli Lon inh -13, SKN-1 block 1, MT1-MMP act inh 8, PABP1 MLLE inh -3, bovine MsrA act 1 and TbMetRS inhib 1.5.
For Cc1ccc(C)c(N2CCN(C(=O)CCc3nc(-c4ccccc4Br)no3)CC2)c1 the results were NRP1-CendR mod -12, MsrA inh -0.3, FAS-TE inh 26, E coli Lon inh 3, SKN-1 block 1, MT1-MMP act inh 2, PABP1 MLLE inh -1, bovine MsrA act 1 and TbMetRS inhib 0.3.
For O=C(Nc1ccccn1)c1sc2cccc(F)c2c1Cl the results were NRP1-CendR mod 12, MsrA inh 1.1, FAS-TE inh -4, E coli Lon inh 4, SKN-1 block 2, MT1-MMP act inh -2, PABP1 MLLE inh -4, bovine MsrA act 1 and TbMetRS inhib -0.6.
CCC(=O)N1c2ccc(S(=O)(=O)NCCc3ccccc3)cc2CC1C (stereo not given) was read as NRP1-CendR mod 9, MsrA inh 0.6, FAS-TE inh -3, E coli Lon inh -7, SKN-1 block 2, MT1-MMP act inh 3, PABP1 MLLE inh 4, bovine MsrA act -2 and TbMetRS inhib -0.3.
Screening CCn1c(=O)cc(N2CCCCC2)[nH]c1=O returned NRP1-CendR mod 2, MsrA inh 1.4, FAS-TE inh -5, E coli Lon inh -3, SKN-1 block 0, MT1-MMP act inh 10, PABP1 MLLE inh 3, bovine MsrA act -1 and TbMetRS inhib -1.0.
`CSc1nc(-c2ccccc2)cc(C)c1C#N` gave NRP1-CendR mod -6, MsrA inh -0.5, FAS-TE inh 27, E coli Lon inh 4, SKN-1 block 3, MT1-MMP act inh -2, PABP1 MLLE inh -7, bovine MsrA act -4 and TbMetRS inhib -0.9.
`CCc1ccc[n+](-c2nc([O-])sc2C=O)c1` gave NRP1-CendR mod 6, MsrA inh 1.7, FAS-TE inh -4, E coli Lon inh -2, SKN-1 block 3, MT1-MMP act inh -2, PABP1 MLLE inh 24, bovine MsrA act -3 and TbMetRS inhib -0.6.
`COc1ccc(NC(=O)NC2CCN(C(C)C)CC2)c(OC)c1` gave NRP1-CendR mod 8, MsrA inh 0.3, FAS-TE inh -9, E coli Lon inh 5, SKN-1 block 10, MT1-MMP act inh 2, PABP1 MLLE inh 0, bovine MsrA act -6 and TbMetRS inhib -1.1.

Two records drawn at random from those above:
`COc1ccc(NC(=S)c2ccncc2)cc1` gave NRP1-CendR mod -8, MsrA inh 1.6, FAS-TE inh -12, E coli Lon inh 3, SKN-1 block 0, MT1-MMP act inh 3, PABP1 MLLE inh 22, bovine MsrA act 2 and TbMetRS inhib 0.8.
`CCc1ccc[n+](-c2nc([O-])sc2C=O)c1` gave NRP1-CendR mod 6, MsrA inh 1.7, FAS-TE inh -4, E coli Lon inh -2, SKN-1 block 3, MT1-MMP act inh -2, PABP1 MLLE inh 24, bovine MsrA act -3 and TbMetRS inhib -0.6.

Continuation:
`CN(CC(=O)NC1CCN(Cc2ccccc2)CC1)S(=O)(=O)c1ccc2c(c1)c(=O)n(C)c(=O)n2C` gave NRP1-CendR mod 5, MsrA inh 1.1, FAS-TE inh -5, E coli Lon inh -2, SKN-1 block -9, MT1-MMP act inh -1, PABP1 MLLE inh 0, bovine MsrA act -6 and TbMetRS inhib -1.0.
CSc1nnc(Cc2cc(=O)[nH]c(=O)[nH]2)n1-c1cc(C)ccc1C was read as NRP1-CendR mod 6, MsrA inh 1.0, FAS-TE inh -4, E coli Lon inh -5, SKN-1 block -15, MT1-MMP act inh 1, PABP1 MLLE inh 16, bovine MsrA act 0 and TbMetRS inhib 0.2.
O=C(c1ccc(O)cc1)c1ccc(O)cc1O was read as NRP1-CendR mod 7, MsrA inh 2.6, FAS-TE inh -6, E coli Lon inh 1, SKN-1 block 6, MT1-MMP act inh -5, PABP1 MLLE inh 3, bovine MsrA act -4 and TbMetRS inhib 1.0.
Cc1cc(C)c(C(=O)CC(=O)c2ccccc2Cl)c(O)c1 was read as NRP1-CendR mod 4, MsrA inh 0.1, FAS-TE inh 12, E coli Lon inh 8, SKN-1 block 6, MT1-MMP act inh 5, PABP1 MLLE inh -10, bovine MsrA act -1 and TbMetRS inhib -0.7.
